PKA-R2B activ – activators of human PKA-R2B complex. activation, % at 11.4 µM. P22694+P31323. AID 504700. actives 0.079% (n = 340,000). PKA-R2B holoenzyme dissociation, Cy5-IP20 fluorescence polarization; R2B truncated from residue 108, S112A mutant; 0% DMSO only, 100% 113 µM cGMP;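 active = activation above a cutoff set at the mean over all compounds plus 3 SD, cut at about 18% in these data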;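 note: higher means more holoenzyme dissociation and a rise in polarization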
CAL PDZ FP-1 – inhibitors of human CAL PDZ peptide binding. Q9HD26. AID 602252. purified CAL PDZ, TMR-peptide fluorescence polarization, 1 h. inhibition, % at 24.9 µM. actives 0.92% (n = 300,000);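 active = mean inhibition of at least 30% with at least half of replicates also reaching 30%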;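 note: 0% = DMSO neutral control and 100% = excess unlabeled competitor peptide PRC23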
Keap1 Nrf2 FP – inhibitors of human Keap1-Nrf2 protein-protein interaction. Q14145. Keap1 Kelch-Nrf2 peptide fluorescence polarization, 1536-well. inhibition, % at 9.4 µM. actives 0.15% (n = 340,000); in the data active = inhibition above about 12%;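 note: human Keap1 Kelch domain with fluorescein labeled Nrf2 9mer peptide probe; 0% = neutral control wells and 100% = peptide positive control; higher means more block of Keap1 binding to Nrf2 peptide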
Target sequence (Q14145 whole entry, looked up, the tested form may be a part): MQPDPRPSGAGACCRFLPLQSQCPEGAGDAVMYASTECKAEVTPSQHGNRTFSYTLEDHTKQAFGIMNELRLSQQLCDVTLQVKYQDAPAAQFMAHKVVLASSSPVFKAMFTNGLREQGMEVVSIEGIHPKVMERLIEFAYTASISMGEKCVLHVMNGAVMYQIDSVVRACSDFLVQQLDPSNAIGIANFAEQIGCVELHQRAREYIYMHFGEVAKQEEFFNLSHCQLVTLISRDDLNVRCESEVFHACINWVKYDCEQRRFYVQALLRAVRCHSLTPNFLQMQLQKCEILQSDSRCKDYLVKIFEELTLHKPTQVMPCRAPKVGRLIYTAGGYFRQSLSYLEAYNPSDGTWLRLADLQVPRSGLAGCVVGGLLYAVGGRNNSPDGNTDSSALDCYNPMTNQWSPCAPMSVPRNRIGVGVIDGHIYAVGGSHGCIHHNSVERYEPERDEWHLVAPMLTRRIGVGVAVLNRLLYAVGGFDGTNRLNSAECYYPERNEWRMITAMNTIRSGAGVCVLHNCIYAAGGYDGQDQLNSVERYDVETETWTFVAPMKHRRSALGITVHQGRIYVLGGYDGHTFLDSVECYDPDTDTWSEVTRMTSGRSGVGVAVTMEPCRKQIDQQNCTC
Cardiac RTF inh – cardiac RTF calcium desensitization; P19429+P45379; IANBD-labeled cardiac RTF, Ca2+ fluorescence; inhibition, % at 7.15 µM; actives 0.12% (n = 340,000);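 active = inhibition above the mean inhibition of all tested compounds plus 3 SD, cut at about 17% in these data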;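 note: assay run at fixed EC70 calcium of 1.6 mM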
SR-BI DiI-HDL act – SR-BI HDL lipid transfer activation. CHO ldlA[mSR-BI] cells, DiI-HDL uptake fluorescence, 3 h; 100 = double the neutral-control signal. activation, % at 12.5 µM. actives 0.096% (n = 320,000);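 active = mean replicate activation of at least 60% and every replicate at or above 60%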;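 note: 0% = median plate neutral-control signal and 100% = twice that signal; values of inactives mirror those of a sister screen read the other way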
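System: CHO ldlA[mSR-BI] cells / Medium: HEPES-buffered (25 mM, pH 7.4) F12 plus 0.5% BSA / Probe or stimulus: labelled HDL, 10 µg/mL / Doses: single compound concentration, delivered by pin transfer / Schedule: 3 h, 37 °C / Measured by: DiI fluorescence, bottom read / Measure: cell-associated DiI fluorescence as measure of HDL uptake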
CAL PDZ FP-2 – human CAL PDZ-peptide interaction inhibition; AID 504414; inhibition, % at 20 µM; actives 0.02% (n = 330,000); purified CAL PDZ, TMR-peptide fluorescence polarization, 1 h; Q9HD26;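 active = highest replicate inhibition of at least 40%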;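 note: plate controls were DMSO neutral control wells for no effect and unlabeled competitor peptide control wells for full effect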
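System: tagged CAL PDZ domain. Schedule: 1 h room-temperature incubation prior to read. Signal: fluorescence polarization (mP). Measure: percent inhibition from loss of millipolarization.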
cardiac RTF act – cardiac RTF calcium sensitization. AID 493008. actives 0.24% (n = 340,000). activation, % at 7.2 µM. P19429+P45379. IANBD-labeled TnC RTF fluorescence at EC20 calcium; 0% EC20 calcium, 100% full calcium;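 active = activation above the mean over all tested compounds plus 3 SD, cut at about 30% in these data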;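 note: rise in fluorescence read as greater calcium sensitivity of cardiac thin filaments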
LANA DNA inh – inhibitors of KSHV LANA C-terminal domain DNA binding; MBP-C-LANA/FAM-LBS DNA binding, fluorescence polarization; inhibition, % at 9 µM; actives 0.078% (n = 340,000); AID 504423;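 active = highest replicate inhibition at or above 60% at 9 µM, even if other replicates fall short; inactive = all replicates below 60% inhibition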;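 note: 0% = neutral control wells and 100% = 4 µM acridine orange control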
Rtt109 HAT inh – inhibitors of Candida albicans Rtt109/Vps75 histone acetyltransferase | Q5AAJ8 | purified Rtt109/Vps75, ThioGlo CoA-SH fluorescence, 4 h | inhibition, % at 34.9 µM | actives 0.16% (n = 330,000) | AID 540336;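 active = inhibition of at least 50% in every replicate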
Target sequence (Q5AAJ8 whole entry, looked up): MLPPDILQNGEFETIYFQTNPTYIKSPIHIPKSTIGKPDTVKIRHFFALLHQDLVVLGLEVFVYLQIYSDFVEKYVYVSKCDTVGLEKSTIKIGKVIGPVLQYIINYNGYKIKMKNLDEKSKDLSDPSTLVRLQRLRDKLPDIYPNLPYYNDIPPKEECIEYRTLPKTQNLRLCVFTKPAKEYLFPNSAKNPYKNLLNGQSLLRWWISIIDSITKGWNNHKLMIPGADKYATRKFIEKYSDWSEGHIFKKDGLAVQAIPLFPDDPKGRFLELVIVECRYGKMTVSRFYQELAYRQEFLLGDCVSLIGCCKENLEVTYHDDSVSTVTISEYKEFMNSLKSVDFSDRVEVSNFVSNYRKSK
DAGLB inh – diacylglycerol lipase beta (human) inhibition; inhibition, % at 5.17 µM; AID 504411; Q8NCG7; actives 0.059% (n = 340,000); HEK293T DAGLB membrane lysate, EnzChek fluorogenic substrate; in the data active = inhibition above about 34%;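 note: 0% = enzyme with vehicle and 100% = wells lacking enzyme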
An asterisk follows results filed as active; nt = not tested or not shown. Compounds were not picked by outcome, and some 1.6% of all compounds hit somewhere here.

SMILES	PKA-R2B activ	CAL PDZ FP-1	Keap1 Nrf2 FP	Cardiac RTF inh	SR-BI DiI-HDL act	CAL PDZ FP-2	cardiac RTF act	LANA DNA inh	Rtt109 HAT inh	DAGLB inh
CC1CCCC(NC(=O)c2cc(S(=O)(=O)N3CCOCC3)ccc2F)C1C (stereo not drawn)	2	-1	0	13	-5	-0.9	-5	-1.3	12	-2
CC(=O)C1=C(O)C(=O)N(c2ccc(O)cc2)C1c1ccc(F)cc1 (stereo not drawn)	-11	9	0	2	41	0.2	-2	-0.2	9	0
CCn1c(-c2ccccc2)c(C(=O)CC#N)c2ccccc21	8	-5	0	-4	-56	-0.9	0	-0.3	-7	0
CSc1cccc(NC(=O)NCc2cccc(CNC(=O)Nc3cccc(SC)c3)c2)c1	-8	3	-4	-3	nt	-0.3	-2	0.0	-6	7
CN(CCOc1ccccc1)C(=O)c1ccc2c(=O)n3c(nc2c1)CCC3	-5	-3	-8	-7	0	-1.7	4	-0.1	2	2
CC(C)N1C(=O)CCC1C(=O)NCc1ccccc1Cl (stereo not drawn)	-11	nt	4	-10	8	0.3	4	0.5	-3	1
Cc1ccc(NNC(=O)C2CCC2)cc1C	-1	-4	-6	-1	2	0.1	3	-0.2	1	-1
COc1ccc(CN(CCCN2CCOCC2)C(=O)Nc2cccc(Cl)c2)cc1OC	2	-3	3	-3	-18	0.3	-5	0.1	13	5
Cc1ccc(NCc2cccc(B(O)O)c2)cc1	-1	-5	1	-5	0	0.9	-5	3.0	-5	-3
CC(CN1CCCCC1)OC(=O)C1c2ccccc2Oc2ccccc21 (stereo not drawn)	6	-3	-1	-1	-13	-0.7	-7	-0.6	19	-1
O=C(O)C1CC1C(=O)N1CCN(c2ccc(Cl)c(Cl)c2)CC1 (stereo not drawn)	-5	3	0	-6	4	-2.0	0	-0.4	2	4
COc1cc(OC)cc(-c2sc3ccc(OC)cc3c2-c2ccc3cc[nH]c3c2)c1	-2	-5	3	-13	-59	-0.7	2	-1.2	1	-8
O=C(NN1CCOCC1)c1ccc(Br)cc1	-7	nt	-6	5	14	0.9	10	-10	0	-3
Cc1ccc(C2=NNC(=O)C(c3c[nH]c4ccccc34)C2)cc1 (stereo not drawn)	-13	nt	1	1	-6	-1.3	2	0.7	1	1
Cc1cn(C2OC[C@@H](O)[C@@H]2CO)c(=O)[nH]c1=O (stereo partly drawn)	6	-4	-3	-9	nt	0.9	1	-0.6	-5	0
C[N+]1(CC(O)COCC2COc3ccccc3O2)CCOCC1 (stereo not drawn)	7	-2	4	-12	7	-1.8	3	-0.5	14	-1
CC(C)C(=O)N1CCC2(CC1)Oc1ccc(Cl)cc1C(=O)C21CC(c2cccnc2)=NO1 (stereo not drawn)	0	-1	-4	1	14	0.8	-3	-2.8	-4	-2
CCC(=O)N1CCc2cc(Br)c(S(=O)(=O)CCC(=O)NCCc3ccccc3)cc21	-2	2	-3	-1	-13	-0.6	0	-0.1	7	-3
O=C(CSc1nc2ccccc2c(=O)n1-c1ccc(F)cc1F)c1c[nH]c2ccccc12	-12	-5	0	9	22	-0.5	0	0.6	2	-1
CCN(CC)CCOC(=O)C(c1ccccc1)C1CCCCC1 (stereo not drawn)	-4	-2	-4	3	0	0.3	-1	0.3	12	-4
Cc1ccc(C(=O)CSc2nnc(Cn3nnc4ccccc43)n2C)cc1	-7	-2	-3	9	8	-1.0	3	0.8	nt	-7
Cc1ccc(-c2nc(CN(Cc3cnn(C)c3)C(C)C)c(C)o2)o1	4	-6	-7	-3	18	0.3	3	0.5	-9	0
CCCCN1C(=O)C(NC(=O)c2cccnc2)(C(F)(F)F)C2=C1CC(C)(C)CC2=O (stereo not drawn)	-2	nt	1	-2	9	-0.5	0	1.4	-7	-1
CCOc1ccccc1Nc1ccc(C(=O)O)cc1NC(C)=O	4	nt	-2	2	36	-0.8	-2	0.6	-8	3
COc1cc2c3nnc(-c4ccccc4)c-3cn(Cc3ccc(F)cc3)c2cc1OC	-9	-7	2	-3	42	-0.4	-4	-16	-9	1
CCOc1cc(S(=O)(=O)Nc2ccncc2)ccc1F	-9	-1	0	-1	-2	-0.4	0	1.0	-6	1
C/C(Cc1ccccc1)=N\NC(=O)CNC(=O)COc1cccc(C)c1	-5	nt	-1	-3	23	0.1	2	-23	0	-2
Cc1csc(NC(=O)c2cccs2)n1	-5	1	2	1	9	-1.9	-9	-0.8	9	1
COC(=O)c1ccc([C@@H]2C[C@H]3CN(Cc4cccnc4)C(=O)[C@]34CCCN24)cc1	-11	-3	0	0	19	-0.3	-3	-0.1	9	-2
O=C(O)c1cccc(Br)c1	-8	-2	-3	2	27	0.9	7	3.9	-4	-4
CC(=O)Nc1ccc(S(=O)(=O)Oc2ccc(C=O)cc2)cc1	-5	-2	-6	-1	2	-1.6	3	-0.8	9	-3
Cc1ccc(NC(=O)N2CCSc3ccccc32)cc1	-3	nt	-5	-3	14	-1.9	0	-0.6	0	-2
CCOc1ccc(NC(=O)CN2CCN(CC(=O)Nc3cccc(F)c3)CC2)cc1	5	20	-3	-8	-50	-0.3	1	0.0	-2	-2
CC(=NNC(=O)c1ccncc1)c1ccc(Cl)cc1Cl	2	9	-3	8	-1	-0.4	-4	0.8	-3	0
COc1ccc(N2CCN(C(=O)CSc3nnc(Cn4nnc5ccccc54)n3C)CC2)cc1	0	-1	5	-4	12	-2.3	2	1.3	-1	-1
COC(=O)C1=C(C)N(C)C(=O)/C1=C\c1cccs1	-6	0	1	-12	6	-1.6	7	3.1	-6	2
Cc1cccc(C(=O)Nc2ccc(C(=O)N/N=C/c3ccco3)cc2)c1	10	0	-6	-11	nt	-3.2	-3	-5.4	-16	1
COc1cc(Cl)ccc1OCc1cc(C(=O)N2CCCCC2c2cccnc2)no1 (stereo not drawn)	-6	-1	3	-12	-20	-2.7	-4	-0.5	0	-4
O=C(CSc1nnnn1Cc1ccccc1)c1ccc(F)cc1	4	-4	-5	6	28	-1.8	12	0.2	-3	-6
COc1ccc(C2C(C(N)=O)=C(C)Nc3nc(-c4cccc(Cl)c4)nn32)cc1OC (stereo not drawn)	-1	-4	-5	-7	-3	nt	3	-1.1	-3	1
O=C(NCc1ccccn1)Nc1ccccc1C(F)(F)F	10	-2	-3	-2	3	1.1	-1	-0.5	-1	-1
CCc1nnc(NC(=O)CSc2nc(-c3ccc(F)cc3)cc(-c3ccccc3)c2C#N)s1	-6	-3	-6	-4	-41	-2.4	-4	-0.2	-2	2
COc1ccc(C(=O)/C=C/c2ccc(C)cc2)c(OC(=O)c2ccc([N+](=O)[O-])cc2)c1	-7	-4	2	-8	-12	-1.5	-5	-0.5	3	-3
COc1cccc(C2=NOC(C(=O)Nc3cccnc3Cl)C2)c1 (stereo not drawn)	-2	-3	-1	-3	17	-1.7	-3	-0.6	7	-2
COc1ccc(-c2nc3c(c(=O)[nH]c(=O)n3Cc3ccccc3)n2CCO)cc1	1	-2	-5	2	14	-2.8	-8	-0.4	-2	1
COC(=O)C1=CN(CC2CCCO2)C=C(C(=O)OC)C1c1ccccc1C(F)(F)F (stereo not drawn)	-4	0	2	0	-9	-2.5	-6	2.5	-53	-2
CCOC(=O)COc1nc(N(C)C)nc(N(C)C)n1	-4	3	3	-3	26	0.8	-3	4.9	0	0
O=C(Cc1ccccc1)Nc1ncnc2c1C(c1ccccc1)c1c(ccc3ccccc13)O2 (stereo not drawn)	-10	-6	-2	3	-10	-0.4	-1	-0.7	-17	13
Cc1ccc(CN2CCN(Cc3cnn(-c4ccc(Cl)cc4)c3)CC2CCO)o1 (stereo not drawn)	3	0	2	-3	13	-3.5	0	-0.5	3	1
COc1ccc(NS(=O)(=O)c2cc(N)ccc2N2CCCC2)cc1	-7	-7	-2	-3	-11	0.7	3	4.7	-1	11
Cc1cc(C)n(C(=O)Cn2nc(C)c(Br)c2C)n1	-5	-4	-2	-6	-18	-0.6	-2	-2.7	-4	-1

Gathered by group, the entries above containing a Cl atom (nine)
SMILES	PKA-R2B activ	CAL PDZ FP-1	Keap1 Nrf2 FP	Cardiac RTF inh	SR-BI DiI-HDL act	CAL PDZ FP-2	cardiac RTF act	LANA DNA inh	Rtt109 HAT inh	DAGLB inh
CC(C)N1C(=O)CCC1C(=O)NCc1ccccc1Cl (stereo not drawn)	-11	nt	4	-10	8	0.3	4	0.5	-3	1
COc1ccc(CN(CCCN2CCOCC2)C(=O)Nc2cccc(Cl)c2)cc1OC	2	-3	3	-3	-18	0.3	-5	0.1	13	5
O=C(O)C1CC1C(=O)N1CCN(c2ccc(Cl)c(Cl)c2)CC1 (stereo not drawn)	-5	3	0	-6	4	-2.0	0	-0.4	2	4
CC(C)C(=O)N1CCC2(CC1)Oc1ccc(Cl)cc1C(=O)C21CC(c2cccnc2)=NO1 (stereo not drawn)	0	-1	-4	1	14	0.8	-3	-2.8	-4	-2
CC(=NNC(=O)c1ccncc1)c1ccc(Cl)cc1Cl	2	9	-3	8	-1	-0.4	-4	0.8	-3	0
COc1cc(Cl)ccc1OCc1cc(C(=O)N2CCCCC2c2cccnc2)no1 (stereo not drawn)	-6	-1	3	-12	-20	-2.7	-4	-0.5	0	-4
COc1ccc(C2C(C(N)=O)=C(C)Nc3nc(-c4cccc(Cl)c4)nn32)cc1OC (stereo not drawn)	-1	-4	-5	-7	-3	nt	3	-1.1	-3	1
COc1cccc(C2=NOC(C(=O)Nc3cccnc3Cl)C2)c1 (stereo not drawn)	-2	-3	-1	-3	17	-1.7	-3	-0.6	7	-2
Cc1ccc(CN2CCN(Cc3cnn(-c4ccc(Cl)cc4)c3)CC2CCO)o1 (stereo not drawn)	3	0	2	-3	13	-3.5	0	-0.5	3	1

Screening results (PubChem BioAssay)
